PLC-gamma1 inh – blocks human PLC-gamma1 enzyme activity; inhibition, % at 12.2 µM; purified PLC-gamma1, fluorogenic substrate, fluorescence; P19174; 0.84% of 370,000 active; in the data active = inhibition above about 9.5%
HGIII-sPLA2 inh – Inhibits HGIII-sPLA2 liposome hydrolysis, primary screen; QFRET BODIPY PC-A2 liposome hydrolysis, fluorescence; inhibition, % at 12.2 µM; 0.56% of 370,000 active;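 active = inhibition above mean plus 3 SD of compounds lying within the high and low control bounds, cut at about 19% in these data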;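 also: 0% = median of test compound wells and 100% = no enzyme DMSO wells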
PLC-beta3 inh – inhibitors of human phospholipase C beta3; Purified PLC-beta3, fluorogenic substrate, fluorescence; inhibition, % at 12.2 µM; Q01970; 0.18% of 370,000 active; in the data active = inhibition above about 11%;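 also: 0% = median of compound wells on plate and 100% = full blocker control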
ASAP1 inh – inhibitors of human ASAP1 ArfGAP activity | inhibition, % at 16.5 µM | ASAP1-stimulated ARF1 GTP hydrolysis, GDP FP detection | AID 624377 | 0.19% of 360,000 active; in the data active = inhibition above about 25%;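 also: 0% = vehicle with enzyme and substrate and 100% = no enzyme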
Target sequence (Q9ULH1 325-724 limits assumed): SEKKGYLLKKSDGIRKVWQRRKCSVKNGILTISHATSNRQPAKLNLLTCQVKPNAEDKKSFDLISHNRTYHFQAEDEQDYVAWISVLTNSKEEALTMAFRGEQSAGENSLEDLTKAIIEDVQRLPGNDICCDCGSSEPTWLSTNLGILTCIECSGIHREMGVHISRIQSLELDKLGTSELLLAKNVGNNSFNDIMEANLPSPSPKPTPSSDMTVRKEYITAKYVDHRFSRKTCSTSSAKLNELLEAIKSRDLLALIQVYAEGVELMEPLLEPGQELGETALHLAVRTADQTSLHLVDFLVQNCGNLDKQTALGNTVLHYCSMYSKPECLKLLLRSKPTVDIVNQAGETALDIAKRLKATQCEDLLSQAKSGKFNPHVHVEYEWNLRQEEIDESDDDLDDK
proKLK7 act – proKLK7 (human) activation, primary screen; P49862; purified proKLK7, EDANS-DABCYL substrate fluorescence; 100% is mature enzyme control, 0% vehicle; activation, % at 7 µM; 0.9% of 370,000 active;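 active = activation above the mean of all tested compounds plus 3 SD, computed per campaign excluding outliers beyond control limits, cut at about 13% in these data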
Target sequence (P49862 whole entry, looked up): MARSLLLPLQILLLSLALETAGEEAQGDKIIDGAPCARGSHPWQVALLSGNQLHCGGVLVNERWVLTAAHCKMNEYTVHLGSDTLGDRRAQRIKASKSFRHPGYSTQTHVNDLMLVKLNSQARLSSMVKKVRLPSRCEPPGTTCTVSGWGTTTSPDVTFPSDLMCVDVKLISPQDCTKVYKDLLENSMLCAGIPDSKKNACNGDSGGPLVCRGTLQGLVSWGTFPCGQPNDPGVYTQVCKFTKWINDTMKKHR
Rev-erbA mod – modulates human Rev-erb alpha binding to DNA; P20393; AID 1259318; 0.79% of 370,000 active; Rev-erbα–FITC-DNA binding, fluorescence polarization, 90 min; activity, % at 10 µM;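 active = activity above about 14%, limit read from the data; passing the limit was not always enough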;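 also: 0% = DMSO wells with 35 nM protein and 100% = DMSO wells with 750 nM protein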
UHRF1 MBD2 ctr – blocks human UHRF1 binding to methylated DNA. Q96T88. UHRF1 binding to methylated oligo, TR-FRET. inhibition, % at 4.4 µM. 0.75% of 370,000 active. AID 687016; in the data active = inhibition above about 21%;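 also: UHRF1 SRA domain binding a hemimethylated CpG hairpin DNA probe; 0% = median of test compound wells and 100% = reference inhibitor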
DDE Tn6 FP inh – disrupts Tn6 cyclic peptide binding to fibrin D-Dimer-E complex; P02675; Fibrin DD(E) TRITC-Tn6 fluorescence polarization displacement; inhibition, % at 8.3 µM; 0.21% of 370,000 active;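 active = inhibition above a per-campaign cutoff: mean of compounds within control limits plus 3 SD, cut at about 15% in these data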;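 also: 0% = median of all compound wells on the plate and 100% = blocking peptide control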
ARFGAP1 inhibitor – inhibitors of rat ARFGAP1. Q62848. Arfgap1-stimulated ARF1 GTP hydrolysis, GDP FP detection. inhibition, % at 16.5 µM. 0.26% of 360,000 active;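 active = inhibition above a per-plate limit, mean inhibition of low control wells plus 3 SD, cut at about 25% in these data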;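 also: 0% = DMSO wells with enzyme and 100% = wells lacking Arfgap1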
Target sequence (Q62848 1-136 limits assumed): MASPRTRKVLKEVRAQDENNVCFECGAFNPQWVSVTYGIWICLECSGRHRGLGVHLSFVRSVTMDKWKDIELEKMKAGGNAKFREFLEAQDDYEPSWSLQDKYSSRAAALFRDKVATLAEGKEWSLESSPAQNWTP
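Material: rat Arfgap1 catalytic domain, aa 1-136; also added: human ARF1(Δ1-17)-GTP substrate; compound dosing: one concentration, 16.5 µM, DMSO 1.26%; incubation: GTP hydrolysis reaction 2 h at 25 °C; measured by: Tracer-displacement fluorescence polarization with EDTA stop, 620/688 nm; evaluation: % inhibition from polarization; repeats: one replicate per compound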
DDE Tn7 FP inh – DD(E)-Tn7 binding inhibition, primary FP screen; FP displacement of FITC-Tn7 peptide from fibrin DD(E); 0% = median of compound wells per plate; 0.13% of 370,000 active; inhibition, % at 8.3 µM; AID 720508; P02675;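 active = inhibition above the mean of compounds falling within the control limits plus 3 SD of them, cut at about 14% in these data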;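 also: 0% = plate median of compound wells and 100% = 10 µM Aha-Tn7 peptide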
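Assay system: Human fibrin DD(E) protein | Medium: Tris buffer with calcium and detergent, pH 7.8 | Reagent: 0.1 µM fluorescent Tn7 | Compound dosing: Single point at 8.3 µM | Times: 10 min preincubation, 3 h with tracer, room temperature | Detection: Fluorescence polarization of the labelled Tn7 tracer | Controls: Aha-Tn7 high control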
The depositor's hits bear a star; / = no result given. Random draw from the library; 4.5% or so of the library scored in one or more.

SMILES	PLC-gamma1 inh	HGIII-sPLA2 inh	PLC-beta3 inh	ASAP1 inh	proKLK7 act	Rev-erbA mod	UHRF1 MBD2 ctr	DDE Tn6 FP inh	ARFGAP1 inhibitor	DDE Tn7 FP inh
Cc1ccc(S(=O)(=O)N2CCN(C(=O)CC(C)(C)C)CC2)cc1	-3	-1	2	-2	0.5	3	-2	11	-4	-6
O=C(c1ccco1)N1CCN(C(c2ccccc2)c2nnnn2Cc2cccs2)CC1 (stereo not given)	0	-3	1	-2	0.4	-3	-2	2	3	7
O=C(C1CC(=O)N(c2ccc(F)cc2)C1)N1CCN(c2ccccc2)CC1 (stereo not given)	-33	0	-2	4	0.9	-7	-1	3	9	0
O=C(NCc1ccc(F)cc1Cl)C1CCN(S(=O)(=O)N2CCC3(CC2)OCCO3)CC1	0	-1	-1	-6	0.4	1	-1	0	-2	-1
COc1ccc(C2=NOC(C(=O)NC(C)(C)C)C2)cc1 (stereo not given)	0	-5	5	5	0.1	-1	8	-2	8	-2
COc1ccccc1NC(=O)C(=O)N(c1cccnc1)C(C(=O)NC(C)(C)C)c1ccccc1 (stereo not given)	2	-1	-4	11	0.5	-3	4	4	20	1
Cc1cccc(OCc2nnc(SCc3nc4ccccc4c(=O)[nH]3)o2)c1	6	-1	2	2	-0.5	-6	-1	-1	-4	-4
COc1ccc(OC)c(N/C(C)=C/C(=O)c2ccncc2)c1	-4	-19	-5	11	0.2	1	-4	13	6	6
CCc1nc2ccc(C(=O)NCCCN3CCCC3=O)cn2c1N(C)C(=O)c1cccc(OC)c1	0	10	-5	-6	-0.1	-2	-1	-4	7	9
O=C(CSc1nnc(-c2cccs2)n1CC1CCCO1)N1CCCC1 (stereo not given)	0	2	-3	-11	0.1	1	0	10	-1	11
COCCNC(=O)CN1C(=O)NC(c2ccccc2)(c2ccccc2)C1=O	-1	2	2	10	-0.2	6	-1	4	2	6
CCOC(=O)c1cnc2ccc(C(=O)OC)cc2c1NCCCN1CCOCC1	-15	0	-26	-19	-2.6	-10	3	-4	-6	-3
COc1ccc(NC(=O)CC2SC(=NCC3CCCO3)NC2=O)c([N+](=O)[O-])c1 (stereo not given)	0	4	-1	3	-0.1	6	0	4	3	3
C[C@@H]1COC(=O)[C@@H](CC(=O)OC(C)(C)C)C/C=C\C[C@H](CC(=O)N(CCO)Cc2ccccc2)C(=O)N1	6	2	3	4	0.3	-6	2	2	6	-7
COCCCNC(=O)C[C@H]1C[C@@]2(C(=O)OC)C(=C[C@H](C(C)C)O[C@@H]2C2CC2)N(Cc2ccc(Cl)cc2Cl)C1=O	10*	12	5	/	0.5	0	5	5	/	-4
COc1cc(C(C(=O)NC2CCCCC2)N(Cc2cccs2)C(=O)Cc2c[nH]c3ccccc23)cc(OC)c1OC (stereo not given)	-2	-44	2	6	1.4	-3	2	-1	-14	5
COc1ccc(S(=O)(=O)Nc2ccc3c(c2)C(=O)N([C@H](C)CO)C[C@H](C)[C@@H](CN(C)C(=O)Nc2c(C)noc2C)O3)cc1	0	4	2	-7	0.0	2	7	1	-3	-7
CCOc1ccc(Nc2cc(=O)[nH]c(=O)[nH]2)cc1	7	0	-2	5	0.3	-2	1	7	-7	4
O=C(CCNc1cccc(F)c1)c1cccc([N+](=O)[O-])c1	2	8	-1	1	0.5	0	5	3	-9	0
COc1ccccc1N1CCN(CCCn2c(=S)[nH]c3ccccc3c2=O)CC1	2	0	-2	0	0.3	-4	1	0	14	7

5 successive compounds already listed:
SMILES	PLC-gamma1 inh	HGIII-sPLA2 inh	PLC-beta3 inh	ASAP1 inh	proKLK7 act	Rev-erbA mod	UHRF1 MBD2 ctr	DDE Tn6 FP inh	ARFGAP1 inhibitor	DDE Tn7 FP inh
COc1cc(C(C(=O)NC2CCCCC2)N(Cc2cccs2)C(=O)Cc2c[nH]c3ccccc23)cc(OC)c1OC (stereo not given)	-2	-44	2	6	1.4	-3	2	-1	-14	5
COc1ccc(S(=O)(=O)Nc2ccc3c(c2)C(=O)N([C@H](C)CO)C[C@H](C)[C@@H](CN(C)C(=O)Nc2c(C)noc2C)O3)cc1	0	4	2	-7	0.0	2	7	1	-3	-7
CCOc1ccc(Nc2cc(=O)[nH]c(=O)[nH]2)cc1	7	0	-2	5	0.3	-2	1	7	-7	4
O=C(CCNc1cccc(F)c1)c1cccc([N+](=O)[O-])c1	2	8	-1	1	0.5	0	5	3	-9	0
COc1ccccc1N1CCN(CCCn2c(=S)[nH]c3ccccc3c2=O)CC1	2	0	-2	0	0.3	-4	1	0	14	7

Other entries.
SMILES	PLC-gamma1 inh	HGIII-sPLA2 inh	PLC-beta3 inh	ASAP1 inh	proKLK7 act	Rev-erbA mod	UHRF1 MBD2 ctr	DDE Tn6 FP inh	ARFGAP1 inhibitor	DDE Tn7 FP inh
Cc1ccc(NC(=O)c2c(Cl)n(C)c3ccccc23)cc1	-1	-2	1	16	0.5	0	-4	-2	8	-6
Cn1c2c(c(=O)n(C)c1=O)C(NC(=O)c1ccco1)(C(F)(F)F)C(=O)N2 (stereo not given)	0	-2	0	-1	-0.1	1	-2	6	-5	4
Cc1cccc(C)c1NC(=S)Nc1ccc(F)cc1	-2	5	-1	1	-0.5	0	-1	-2	17	-4
Cc1cc(NC(=O)c2sccc2C)n(-c2cccc(Cl)c2)n1	1	2	0	1	0.4	-1	0	-6	-1	1
CC1(CCc2ccccc2)NC(=O)N(CC(=O)N2CCCCCC2)C1=O (stereo not given)	2	5	-4	-13	-0.1	2	1	4	13	-4
CCc1cc(-c2nnn(CCC3COCCO3)c2CC)cc(CC)c1-c1cn(Cc2ccccc2)nn1 (stereo not given)	3	-1	0	6	0.0	-4	0	-4	-1	-6
CSCCC(NC(=O)c1ccc(Cl)cc1Cl)C(=O)N(C)Cc1nc2ccccc2c(=O)[nH]1 (stereo not given)	1	2	-7	8	0.2	5	-2	-2	22	-5
O=C(Nc1ccccc1C(=O)Nc1ccncc1)c1ccccc1	-7	-1	-18	-3	0.2	8	-3	0	2	-5
O=C(CSc1n[nH]c(=O)[nH]c1=O)c1ccccc1[N+](=O)[O-]	-4	7	-17	-1	-0.6	-2	-2	6	-18	-2
Clc1ccc2nc(CSc3nnc(-c4c[nH]c5ccccc45)o3)cn2c1	-1	2	-11	12	0.6	-8	2	-3	5	-1
CC1CC(C)(C)CC(=O)C1C(=O)c1ccccc1 (stereo not given)	1	6	7	-4	-0.4	-3	5	-2	-4	3
CCOC(=O)C1CCN(S(=O)(=O)c2c(C)n[nH]c2C)CC1	2	8	6	5	0.3	5	9	-10	22	-6
C[C@]1(CO)CCC[C@@]2(C)C1CC[C@@H](CO)[C@@H]2CCc1ccoc1 (stereo not given in full)	-3	-10	-4	-8	-0.2	12	-1	-7	2	1
O=C(O)c1ccc(Br)c(S(=O)(=O)N2CCCC2)c1	0	2	2	2	-0.7	-6	-1	5	0	7
CC(C)(C)OC(=O)NCCCC[C@H](NC(=O)c1nc[nH]c1C(=O)N1CCc2ccccc2C1)C(=O)OC(C)(C)C	5	-16	-1	2	0.2	4	-3	2	2	6
CC(C)CCNC(=O)CN(CC1CCCO1)C(=O)CCC(=O)Nc1ccccn1 (stereo not given)	2	-1	3	19	0.0	1	-3	-1	-5	1
O=C(CCN1C(=O)c2ccccc2C1=O)Nc1ccc(-c2nc3ccccc3s2)cc1	4	-3	4	-9	-0.6	2	8	3	11	-6
Cc1ccc(CN(CCO)CCO)cc1	1	-1	-5	9	0.8	3	0	5	7	4
Cc1nc2ccccc2cc1C(=O)N/N=C/c1cccc([N+](=O)[O-])c1	-4	10	0	4	-0.3	6	-1	3	25*	6
CCOC(=O)Cn1c(CCC(=O)O)ccc1-c1ccc(F)cc1	-41	-5	-59	13	1.6	-4	2	-7	6	0
O=C(O)C1CC(=O)N(C2CCCCC2)C1c1ccccc1 (stereo not given)	-3	1	0	9	-0.5	-2	-1	-7	-7	-6
C[C@H]1CN([C@@H](C)CO)C(=O)c2cccc(NC(=O)Nc3ccc(F)cc3)c2O[C@@H]1CN(C)Cc1ccc(C(=O)O)cc1	0	2	2	-3	-0.2	-4	1	-3	1	-3
CCc1ccc(NC(=O)CSC2=C(C#N)C(c3ccc4c(c3)OCO4)CC(=O)N2)cc1 (stereo not given)	6	-37	3	10	-0.6	-4	0	-2	7	-4
COc1ccc(Cl)cc1NC(=S)NCCN1CCOCC1	2	2	1	0	-0.4	2	0	7	4	6
CCN(c1ccc(OC)cc1)S(=O)(=O)c1ccc2c(c1)CC(C)N2C(=O)C1CC1 (stereo not given)	3	2	-6	6	0.3	7	-1	3	-5	-1
COC(=O)C1=C(C)NC(=S)NC1c1ccc(OCC(=O)N2CC(C)OC(C)C2)c(OC)c1 (stereo not given)	-1	13	-2	2	-0.2	3	1	-10	-9	-3
COc1ccc(Nc2nc(NC(C)(C)C)nc(N3CCCC3)n2)c(OC)c1	2	-7	2	18	0.2	0	3	-7	7	-4
CN1CCN(S(=O)(=O)c2cccc(C(=O)N(Cc3ccccc3)c3ccccc3)c2)CC1	7	-16	-4	7	0.2	-8	0	-6	3	-1
C#CCOCCOCCOCCNc1nc(N2CCN(C(=O)[C@H]([C@@H](C)O)n3cc(CCCCN)nn3)CC2)nc(N2CCN(C(=O)[C@H](Cc3ccc(O)cc3)n3cc(CCO)nn3)CC2)n1	2	-3	7	0	0.2	-4	6	1	4	-5
O=C(COC(=O)c1ccccc1O)NCc1ccco1	-1	-6	-9	-18	2.5	-10	11	-4	-7	-2
COc1ccc(/C=N/NC(=O)c2ccoc2C)cc1O	2	-2	0	7	-2.8	5	-7	-3	9	-3
COc1cc(/C=C/C(=O)OCC(=O)N2c3ccccc3NC(=O)C2(C)C)cc(OC)c1OC	-47	-9	-51	5	2.0	1	-2	-6	-7	-1
O=C(NC1CCS(=O)(=O)C1)c1cccc(S(=O)(=O)N2CCOCC2)c1 (stereo not given)	1	4	2	2	-0.4	-2	7	4	-3	5
CCn1cc(C(=O)N(C)c2ccc(OC)cc2OC)c2cc(OC)c(OC)cc2c1=O	7	-1	-3	11	0.3	0	-2	4	0	2
CCC(C)NC(=O)COc1ccc(S(=O)(=O)N2CCOCC2)cc1 (stereo not given)	1	4	2	-8	0.0	-2	2	-7	14	-2
CCc1ccc(C2c3[nH]c4ccccc4c3CCN2C(=O)CNC(N)=O)cc1 (stereo not given)	2	-19	-9	-14	3.9	-4	3	4	0	0
COCCn1cc(C(=O)c2cc(Br)ccc2O)cc(C#N)c1=O	1	-7	-1	8	0.4	6	-2	1	-8	1
CSC(=Nc1ccccc1)C(C#N)c1nc2ccccc2[nH]1 (stereo not given)	-2	6	-9	21	-1.0	-2	-1	0	6	-6
CC(=O)Nc1ccc(C)c(NC(=S)Nc2ccc(F)cc2)c1	1	0	-6	-8	0.7	3	-1	-9	5	-3
COc1ccc(C=C2SC(=S)NC2=O)cc1	1	-7	2	5	0.3	-2	2	-1	-10	0
Cc1ccc(/C=C/C(=O)Nc2ccc(N(C)C)cc2)o1	3	11	3	-1	0.5	-5	-5	1	5	-4

Screening results as filed in PubChem.
